PPARg SRC1 recr: PPARgamma agonists recruiting SRC-1 coactivator, primary screen, biochemical; hit rate 0.41% among 200,000; activation, % at 8 µM; PPARgamma-SRC-1 coactivator recruitment biochemical assay; in the data active = activation above about 19%;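 note: 0% = DMSO and 100% = reference agonist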
Target sequence (P37231 whole entry, looked up): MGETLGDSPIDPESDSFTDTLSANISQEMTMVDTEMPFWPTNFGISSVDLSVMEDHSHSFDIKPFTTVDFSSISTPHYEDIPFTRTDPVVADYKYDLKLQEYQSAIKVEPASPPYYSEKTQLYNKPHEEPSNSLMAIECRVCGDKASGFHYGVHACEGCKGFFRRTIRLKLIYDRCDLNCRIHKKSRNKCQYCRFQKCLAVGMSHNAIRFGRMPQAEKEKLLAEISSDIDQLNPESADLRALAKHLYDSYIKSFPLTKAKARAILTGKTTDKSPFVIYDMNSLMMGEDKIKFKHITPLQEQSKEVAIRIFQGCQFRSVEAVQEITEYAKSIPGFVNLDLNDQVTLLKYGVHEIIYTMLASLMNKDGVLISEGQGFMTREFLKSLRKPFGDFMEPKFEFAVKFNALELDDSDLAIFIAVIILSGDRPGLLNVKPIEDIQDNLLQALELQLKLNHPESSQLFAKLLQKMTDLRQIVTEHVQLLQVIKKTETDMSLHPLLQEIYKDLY
TNAP inh noacc: human TNAP enzyme inhibitors, primary screen, biochemical, luminescent, no phosphate acceptor, uHTS; purified TNAP, CDP-star luminescence, 30 min; inhibition, % at 20 µM; hit rate 0.26% among 200,000; Alkaline phosphatase, tissue-nonspecific isozyme (Homo sapiens), P05186;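 active = tissue-nonspecific alkaline phosphatase inhibition above about 50% at 20 µM in the single-dose screen, limit read from the data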;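 note: 0% = DMSO negative control and 100% = EDTA positive control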
Target sequence (P05186 whole entry, looked up): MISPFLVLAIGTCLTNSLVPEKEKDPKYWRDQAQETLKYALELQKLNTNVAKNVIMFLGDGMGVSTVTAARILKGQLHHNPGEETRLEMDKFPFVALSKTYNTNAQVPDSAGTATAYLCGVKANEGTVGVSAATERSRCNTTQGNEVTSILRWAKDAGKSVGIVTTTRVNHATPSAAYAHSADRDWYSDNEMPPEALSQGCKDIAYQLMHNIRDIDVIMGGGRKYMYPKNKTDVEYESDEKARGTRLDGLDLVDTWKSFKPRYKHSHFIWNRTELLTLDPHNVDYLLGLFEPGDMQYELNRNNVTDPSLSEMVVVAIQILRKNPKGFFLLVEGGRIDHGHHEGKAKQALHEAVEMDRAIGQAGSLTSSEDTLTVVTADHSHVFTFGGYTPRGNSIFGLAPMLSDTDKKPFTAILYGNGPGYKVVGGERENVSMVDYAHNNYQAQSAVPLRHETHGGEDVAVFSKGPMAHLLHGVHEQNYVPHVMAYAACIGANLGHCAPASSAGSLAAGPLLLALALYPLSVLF
TNAP inh hiacc: human TNAP enzyme inhibitors, primary screen, biochemical, luminescent, high phosphate acceptor level, uHTS; inhibition, % at 20 µM; AID 1135, 2008; purified TNAP, CDP-star luminescence, 1 M DEA; hit rate 0.03% among 200,000;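 active = over 50% inhibition of tissue-nonspecific alkaline phosphatase at 20 µM in the single-dose screen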;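 note: plate controls were DMSO wells for no effect and EDTA-quenched wells as full inhibition for full effect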
PPARg SRC2 recr: agonists of PPARg-SRC-2 recruitment, primary screen, biochemical, HTS; PPARgamma LBD-SRC-2 recruitment; activation, % at 8 µM; hit rate 0.34% among 200,000; in the data active = activation above about 22%;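 note: 0% = vehicle and 100% = reference agonist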
bIAP activator: bovine intestinal alkaline phosphatase activators, primary screen, biochemical, bovine IAP, CDP-star luminescence. alkaline phosphatase, intestinal [Bos taurus]. purified bovine IAP, 30 min; stronger effect = higher value; fold of DMSO-control signal, blank-subtracted. activation factor at 20 µM. hit rate 0.17% among 200,000. AID 1016, 2008;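 active = activation factor of 2 or more at 20 µM, a signal rise over negative controls twice the positive control's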
PPARg SRC-3 ag: PPARgamma agonists recruiting SRC-3 coactivator, primary screen, biochemical; AID 731, 2007; hit rate 0.26% among 200,000; biochemical PPARgamma/SRC-3 coactivator recruitment assay; activation, % at 8 µM; in the data active = activation above about 23%;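 note: 0% = DMSO and 100% = reference agonist; some compounds past the cut are filed as inactive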
SRC2 TRFRET art: TR-FRET signal artefacts, primary screen, artefact control for PPARgamma SRC-2 agonist project, biochemical; TR-FRET artefact counter-screen; stronger effect = higher value; TR-FRET ratio at 8 µM; hit rate 0.4% among 200,000; AID 1049, 2008; in the data active = TR-FRET ratio above about 2000; note: inactives centre near 1500
Efa HMGR inh: inhibitors of E. faecalis class II HMGR, primary screen, biochemical, Enterococcus faecalis; inhibition, % at 10 µM; hit rate 0.41% among 190,000; purified E. faecalis HMGR, NADPH absorbance 340 nm kinetic; AID 1066, 2008;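 active = inhibition above a set limit, the median over all tested compounds plus 3 SD, cut at about 9.5% in these data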;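 note: enzyme runs in reverse so mevalonate oxidation gives rising NADPH absorbance; 0% = complete reaction with DMSO and 100% = background rate lacking mevalonate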
bIAP inh: bovine intestinal alkaline phosphatase inhibitors, primary screen, selectivity assay for TNAP inhibitor project, biochemical, bovine IAP, CDP-star luminescence; alkaline phosphatase, intestinal [Bos taurus]; purified bovine IAP, 30 min; inhibition, % at 20 µM; 190,000 tested, under 10 active;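 active = over 50% inhibition of intestinal alkaline phosphatase at 20 µM in the single-dose screen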
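Assay system – bovine IAP enzyme · Quantity – bovine IAP at 1/65,000,000 final dilution · Detection – CDP-star luminescence signal · Times – 30 min reaction at room temperature · Also added – CDP-star substrate at 30 µM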
TNAP act hiacc: TNAP activators at high phosphate acceptor level, primary screen, biochemical, luminescence, uHTS | Alkaline phosphatase, tissue-nonspecific isozyme (Homo sapiens), P05186 | purified TNAP, CDP-star luminescence, 1 M DEA, 30 min; stronger effect = higher value; 0 = EDTA background, 1 = DMSO-only activity | activation factor at 20 µM | 200,000 tested, under 10 active | AID 1136, 2008;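 active = activation factor at least 2 at 20 µM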
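Test system – human TNAP · Doses – 20 µM single point · Incubation – 30 min, room temperature · Signal – luminescent substrate turnover signal · Read-out basis – activation factor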
Numbers without * were called inactive; x = not tested or not shown. Rows were taken by chance, and some 1.6% of all compounds hit somewhere here.

SMILES | PPARg SRC1 recr | TNAP inh noacc | TNAP inh hiacc | PPARg SRC2 recr | bIAP activator | PPARg SRC-3 ag | SRC2 TRFRET art | Efa HMGR inh | bIAP inh | TNAP act hiacc
Cc1cc(C)c2c(=O)[nH]c(SCC(=O)NCc3ccccc3)nc2n1 | -3 | -6 | 2 | -1 | 0.9 | -3 | 1619 | -1 | 6 | 1
CC(=O)Nc1cccc(-c2nc3ccccc3[nH]2)c1 | -4 | -4 | 2 | -1 | 1.1 | 0 | 1465 | -4 | -8 | 1
O=C(CCOc1ccccc1)Nc1ccc(S(=O)(=O)N2CCCC2)cc1 | -2 | -11 | -8 | -7 | 0.8 | -12 | 1610 | -4 | 20 | 1.1
COc1ccc(-n2c(=O)/c(=C\c3cccs3)s/c2=C(/C#N)C(=O)N2CCN(C)CC2)cc1 | -4 | -8 | 2 | 0 | 1.2 | 5 | 1566 | -3 | -19 | 1
Cc1cc(=O)oc2cc(OC(=O)c3nn(C(C)C)c(=O)c4ccccc34)ccc12 | 0 | -5 | 0 | -3 | 0.9 | 0 | 1519 | 2 | 10 | 1
Cn1c(=O)oc2cc(S(=O)(=O)N3CCN(c4cccc(Cl)c4)CC3)ccc21 | 0 | -17 | -8 | 4 | 1 | 2 | 1731 | -7 | 5 | 1.1
COCC(=O)Nc1cc(Cl)ccc1C | 4 | -3 | 5 | 3 | 1 | 1 | 1595 | -5 | -4 | 0.9
Cc1coc(NC(=O)CSc2nc(-c3ccc(Cl)cc3)cc(C(F)(F)F)c2C#N)n1 | 0 | -6 | 0 | -1 | 0.9 | -13 | 1495 | -1 | 12 | 1
CC(C)c1nc(NCCO)c2nnn(Cc3ccccc3)c2n1 | 2 | -7 | -5 | 0 | 1 | 2 | 1733 | -1 | 0 | 1
COc1ccc(C(NC(=O)c2ccc(-c3ccccc3)cc2)c2ccccc2)cc1 (stereo not given) | 2 | -12 | -4 | 8 | 0.9 | 5 | 1552 | x | 11 | 1
COc1ccc(CN2CCNC(=O)C2CC(=O)O)c(OC)c1 (stereo not given) | 4 | -10 | -1 | -1 | 0.9 | 0 | 1338 | 0 | 10 | 1
Cc1ccc(-c2nnc(CCC(=O)N(C)Cc3nccs3)o2)s1 | -5 | -10 | -3 | -11 | 1 | 0 | 1330 | 0 | 0 | 1
COC(=O)c1cc(NC(=O)c2cccnc2)ccc1N1CCOCC1 | 1 | -6 | -7 | -6 | 1 | 1 | 1362 | -2 | 0 | 1.1
COC(=O)COc1ccc2cccc(-n3cnnn3)c2c1 | 4 | -9 | -1 | 1 | 0.8 | 7 | 1615 | -4 | 20 | 1
O=C(NCCSc1ccccc1)c1ccccc1 | 1 | 1 | -1 | 1 | 0.6 | 6 | 1430 | -4 | 40 | 1

Structures above with an NH in an aromatic ring, in the order listed:
SMILES | PPARg SRC1 recr | TNAP inh noacc | TNAP inh hiacc | PPARg SRC2 recr | bIAP activator | PPARg SRC-3 ag | SRC2 TRFRET art | Efa HMGR inh | bIAP inh | TNAP act hiacc
Cc1cc(C)c2c(=O)[nH]c(SCC(=O)NCc3ccccc3)nc2n1 | -3 | -6 | 2 | -1 | 0.9 | -3 | 1619 | -1 | 6 | 1
CC(=O)Nc1cccc(-c2nc3ccccc3[nH]2)c1 | -4 | -4 | 2 | -1 | 1.1 | 0 | 1465 | -4 | -8 | 1

The main list resumes with the 4 entries that preceded the break.
SMILES | PPARg SRC1 recr | TNAP inh noacc | TNAP inh hiacc | PPARg SRC2 recr | bIAP activator | PPARg SRC-3 ag | SRC2 TRFRET art | Efa HMGR inh | bIAP inh | TNAP act hiacc
Cc1ccc(-c2nnc(CCC(=O)N(C)Cc3nccs3)o2)s1 | -5 | -10 | -3 | -11 | 1 | 0 | 1330 | 0 | 0 | 1
COC(=O)c1cc(NC(=O)c2cccnc2)ccc1N1CCOCC1 | 1 | -6 | -7 | -6 | 1 | 1 | 1362 | -2 | 0 | 1.1
COC(=O)COc1ccc2cccc(-n3cnnn3)c2c1 | 4 | -9 | -1 | 1 | 0.8 | 7 | 1615 | -4 | 20 | 1
O=C(NCCSc1ccccc1)c1ccccc1 | 1 | 1 | -1 | 1 | 0.6 | 6 | 1430 | -4 | 40 | 1
CN(c1ccccc1)S(=O)(=O)c1ccc(Cl)c(C(=O)OCC(=O)NC2CCS(=O)(=O)C2)c1 (stereo not given) | -2 | -2 | -1 | 2 | 1 | -2 | 1358 | 1 | 5 | 1
COc1ccc(-c2noc(CN(C(=O)c3cccs3)C(C)C)n2)cc1 | 6 | -5 | -2 | 9 | 1.1 | 9 | 1698 | 4 | -12 | 1
Cc1ccc2sc(NNC(=O)C3=COCCO3)nc2c1C | 6 | -158 | -5 | 12 | 1.3 | 6 | 1637 | 3 | -28 | 1.1
Cc1cc(=O)[nH]c(SCc2nnc(-c3ccccc3)o2)n1 | -4 | -15 | -6 | 6 | 0.9 | 0 | 1563 | -6 | 8 | 1.1
COC(=O)c1[nH]c(=O)c2ccccc2c1O | 0 | -10 | -3 | 5 | 0.8 | 2 | 1532 | 0 | 20 | 1
CN(C)c1ccnc(Oc2ccccc2)c1C#N | -7 | -6 | 0 | -2 | 0.9 | -1 | 1242 | -4 | 7 | 1
CCOC(=O)c1c(NC(=O)CN2C(=O)NC3(CCCCC3)C2=O)sc(C)c1-c1ccc(C)cc1 | 4 | -8 | -2 | -7 | 0.8 | 1 | 1543 | 2 | 16 | 1
Cc1ccc(S(=O)(=O)N(C)c2cc(S(=O)(=O)N3CCC(C)CC3)c(C)cc2C)cc1 | 0 | -10 | -10 | -1 | 1 | 6 | 1538 | -4 | 3 | 1.1
Cc1ccc(C(=O)N(NC2=NS(=O)(=O)c3ccccc32)S(=O)(=O)c2ccc(C)cc2)cc1 | -2 | -1 | -4 | 6 | 1 | 0 | 1797 | -5 | 2 | 1
Cc1nc(=O)c(-c2ccccc2)c(C)n1-c1ccc(S(N)(=O)=O)cc1 | 14 | -8 | -2 | 10 | 1 | -11 | 1669 | 0 | 2 | 1
Cc1noc(NC(=O)c2cccc(C(F)(F)F)c2)c1Cl | -1 | -10 | -8 | 4 | 1 | 0 | 1540 | 1 | 4 | 1.1
CC(=O)Nc1ccc(S(=O)(=O)N(C)CC(=O)OCC(=O)Nc2cccnc2Cl)cc1 | -1 | -22 | 0 | 2 | 0.9 | 1 | 1379 | 4 | 7 | 1
Cc1ccc(Nc2nc(NCC3CCCO3)nc(N)c2[N+](=O)[O-])cc1C (stereo not given) | 1 | -8 | 6 | -5 | 1 | 1 | 1489 | 1 | 4 | 0.9
Cn1cnnc1SCC(=O)Nc1ccc2nc(SCc3ccccc3)sc2c1 | 0 | -5 | 4 | -3 | 1.1 | 3 | 1355 | 1 | -10 | 1
Cc1ccccc1NC(=O)CN1C(=O)S/C(=C\c2cccn2-c2cccc(C(=O)O)c2)C1=O | 8 | -5 | 0 | 8 | 1 | -1 | 1648 | -2 | -2 | 1
CC1SCC(=O)N(CC(=O)Nc2ccc3c(c2)OCO3)C1=O (stereo not given) | -1 | -11 | -4 | 1 | 1 | -8 | 1484 | 0 | -3 | 1
CC(C)c1nc(NCC2CCCO2)c(C#N)c2c1COC(C)(C)C2 (stereo not given) | -4 | -7 | -4 | -10 | 1 | 1 | 1638 | -1 | -1 | 1
C=CCNC(=O)c1onc(CSc2ccccc2F)c1C(=O)O | -2 | -11 | -4 | -7 | 0.9 | 2 | 1312 | -6 | 5 | 1
O=C(CSc1ccsc1[N+](=O)[O-])N1CCN(c2ccc(Cl)cc2)CC1 | 6 | 11 | 2 | -8 | 0.4 | 2 | 1529 | -4 | x | 1
FC(F)(F)c1nnc(-c2ccccc2)nc1Oc1ccc(Cl)cc1Cl | -1 | -12 | -5 | 2 | 0.8 | -2 | 1510 | -4 | 19 | 1.1
Cc1ccc(C(=O)c2cc3ccccc3o2)cc1C | 4 | -1 | -5 | -1 | 0.8 | 0 | 1399 | -6 | 19 | 1
COc1cc(OC)cc(C(=O)NCC(=O)OCC(=O)NC(C)(C)C)c1 | 2 | -8 | 5 | 5 | 0.4 | 6 | 1647 | -3 | x | 0.9
Cc1cc(C)c(S(=O)(=O)Nn2cnnc2)c(C)c1 | 8 | -14 | -6 | 1 | 1 | 6 | 1471 | -1 | 1 | 1.1
COc1ccc(-c2nnc(SCC(=O)Nc3cc(C)on3)n2C)cc1OC | -6 | -9 | -1 | 4 | 0.9 | 0 | 1426 | -4 | 9 | 1
Cc1cc(C(=O)OCCO)c(C#N)c(N)n1 | 6 | -5 | -4 | -6 | 0.8 | 0 | 1565 | -3 | 16 | 1
O=C(/C=C/c1ccc(Cl)cc1Cl)Nc1cccc(S(=O)(=O)NC2=NCCCCC2)c1 | -1 | -3 | -2 | 5 | 1.2 | 4 | 1582 | 1 | -23 | 1
COc1ccc(C(=O)NC(=S)N(Cc2ccccc2)Cc2ccccc2)cc1 | -1 | 7 | -1 | 7 | 0.8 | 3 | 1336 | -4 | 19 | 1
O=[N+]([O-])c1ccc(NC(=S)NCCc2ccc(F)cc2)cc1 | -1 | -4 | -1 | -3 | 0.7 | -2 | 1581 | 1 | 31 | 1
CCn1c(-c2cc(-c3ccc(C)cc3)nc3ccccc23)n[nH]c1=S | 15 | -79 | 4 | 2 | 1 | 4 | 1525 | -9 | 1 | 1
CC1CCCN(Cc2cnc(Cl)s2)C1 (stereo not given) | 2 | -7 | -1 | -2 | 1 | 3 | 1642 | -1 | -1 | 1
COc1ccccc1N(C)S(=O)(=O)c1ccc(C(=O)Nc2nc(C)cs2)cc1 | 2 | -14 | -5 | 3 | 1.1 | -2 | 1512 | 2 | -6 | 1.1
Cn1c(=O)c2c(nc(SCc3ccccc3)n2Cc2ccc(Cl)cc2)n(C)c1=O | 2 | -4 | -2 | 2 | 0.9 | 16 | 1605 | 8 | 10 | 1
Cc1ccc(S(=O)(=O)NC(CC(=O)NCC2CCCO2)c2ccco2)cc1 (stereo not given) | 7 | -1 | 0 | -2 | 1 | -2 | 1604 | -4 | 2 | 1
CCOC(=O)c1c(C)n(C)c2ccc(OC(=O)c3ccco3)cc12 | 1 | -10 | -3 | 3 | 1 | 2 | 1476 | 1 | 0 | 1
CCOC(=O)N1CCC(NC(=O)C2CCN(S(=O)(=O)c3cccs3)CC2)CC1 | -7 | -8 | 1 | -1 | 1 | 0 | 1471 | 3 | -2 | 1
CCOCCCNC(=O)C(NC(=O)c1ccc2c(c1)OCO2)c1ccc(Cl)cc1 (stereo not given) | 9 | -11 | -1 | 7 | 1.2 | 4 | 1597 | -1 | -19 | 1
CCCC(=O)n1nc(-c2ccc(Cl)cc2)nc1SC | -2 | 53* | 2 | -6 | 1 | -12 | 1459 | -2 | 4 | 1
O=[N+]([O-])c1ccccc1/C=N/NC1=NCCCCC1 | -14 | 0 | 0 | -5 | 1.1 | 1 | 1460 | 0 | -8 | 1
Cc1ccccc1Cn1ccc(NC(=O)c2nn(C)cc2[N+](=O)[O-])n1 | 10 | -14 | -2 | 18 | 0.8 | 7 | 1604 | -4 | 21 | 1
